Assay outcomes (PubChem BioAssay)
V-ATPase pHluor: alters yeast V-ATPase proton transport | response, % at 10 µM | S. cerevisiae, pHLuorin cytosolic pH fluorescence | AID 504577 | 0.37% of 350,000 active; in the data active = response mostly above about 7.3%, no sharp cut-off; inactive = mostly below about 5.4%; also: actives read high; inactives centre near 0; some compounds called inactive have numbers as strong as hits; reference of the scale not given here
Wnt bcat act: activators of Wnt/beta-catenin signaling | 1.2% of 300,000 active | Wnt/beta-catenin reporter cell assay, activator, plate reader | AID 743398 | activation, % at 9.35 µM; in the data active = activation above about 30%, passing the limit was not always enough; inconclusive = no clear call, values can overlap the other calls;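 also: 0% = neutral control wells and 100% = positive control wells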
PvdQ inh: P. aeruginosa PvdQ acylase inhibition; purified PvdQ acylase, fluorescence plate reader; inhibition, % at 10 µM; AID 488965; 0.063% of 340,000 active; in the data active = inhibition above about 30%, passing the limit was not always enough; inconclusive = no clear call, values can overlap the other calls;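 also: 0% = vehicle neutral wells and 100% = reference inhibitor wells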
HTR5A ag: activates human HTR5A in OPRM1-OPRD1 agonist counter-screen | activation, % at 9.3 µM | P47898 | 0.61% of 340,000 active | HTR5A agonist assay, luminescence, cell-based; in the data active = activation mostly above about 9.5%, no sharp cut-off; inactive = mostly below about 7.6%;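 also: 0% = cells with vehicle only and 100% = reference agonist; strong numbers were not always called active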
CDK5 inh: CDK5/p35 (human) kinase inhibition. inhibition, % at 10 µM. Recombinant CDK5/p35, ADP-Glo luminescence, 60 min. Q00535+Q15078. AID 488839. 0.01% of 330,000 active;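 active = highest replicate inhibition of at least 50% and at least 75% of replicates reaching 50%; inconclusive = only one of the two criteria met; inactive = both criteria failed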;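 also: plate controls were DMSO neutral control for no effect and GW8510 at 10 µM for full effect; many of its hits are not listed in these tables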
HTR5A inv ctr: counter-screen for OPRM1-OPRD1 inverse agonists: human HTR5A inverse agonism | P47898 | HTR5A cell line, luminescence | inhibition, % at 9.3 µM | 0.083% of 340,000 active | AID 504634; in the data active = inhibition mostly above about 23%, no sharp cut-off; inactive = mostly below about 18%;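 also: 0% = cells with DMSO and 100% = no-cell wells with DMSO; some compounds called inactive have numbers as strong as hits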
NSD2 HMT inh: blocks human histone methyltransferase NSD2. 0.54% of 310,000 active. O96028. inhibition, % at 12.5 µM. AID 743445. NSD2 peptide methylation, AlphaScreen, 120 min; in the data active = inhibition above about 50%
MITF act: increases MITF-driven TRPM1 promoter luciferase signal; SK-MEL-5 TRPM1-promoter luciferase, 24 h; % of positive control, neutral wells = 0; activation, % at 12.5 µM; 0.75% of 300,000 active;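 active = mean activation of at least 80% with every replicate also reaching 80%; inconclusive = mean reaches 80% but some replicate falls short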;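 also: 0% = neutral control wells and 100% = parthenolide positive control wells; values of inactives mirror those of a sister screen read the other way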
SR-BI HDL uptake: blocks mouse SR-BI lipid uptake from DiI-HDL; Q61009; ldlA[mSR-BI] CHO cells, DiI-HDL uptake fluorescence, 3 h; inhibition, % at 12.5 µM; 0.96% of 320,000 active; AID 488896;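 active = mean replicate inhibition of at least 70% and a set share of replicates each scoring 70 or more; inconclusive = meets just one of the two criteria; inactive = fails both criteria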;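 also: 0% = median of neutral control wells and 100% = median of positive control wells; values of inactives mirror those of a sister screen read the other way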
Target sequence (Q61009 whole entry, looked up): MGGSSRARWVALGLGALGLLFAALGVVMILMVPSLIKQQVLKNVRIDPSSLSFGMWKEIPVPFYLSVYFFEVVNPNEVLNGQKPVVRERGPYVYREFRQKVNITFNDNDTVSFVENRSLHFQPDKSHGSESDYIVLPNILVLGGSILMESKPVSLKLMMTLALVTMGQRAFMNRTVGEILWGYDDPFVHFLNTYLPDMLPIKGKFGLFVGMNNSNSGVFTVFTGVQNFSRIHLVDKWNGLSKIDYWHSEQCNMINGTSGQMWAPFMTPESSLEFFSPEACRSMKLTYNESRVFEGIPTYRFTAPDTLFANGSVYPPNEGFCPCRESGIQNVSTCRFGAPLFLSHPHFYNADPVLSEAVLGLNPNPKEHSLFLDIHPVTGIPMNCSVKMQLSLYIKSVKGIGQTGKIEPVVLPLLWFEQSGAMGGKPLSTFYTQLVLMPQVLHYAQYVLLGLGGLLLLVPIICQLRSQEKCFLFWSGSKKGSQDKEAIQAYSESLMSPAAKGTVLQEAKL
dFosB act: activators of mouse delta FosB homodimer. P13346. purified delta FosB, TAMRA-CDK5 oligo fluorescence polarization; percent of positive-control signal above neutral wells. activation, % at 25 µM. 0.99% of 340,000 active. AID 493131;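 active = mean activation above about 17%, with every replicate also reaching it, limit read from the data, passing the limit was not always enough; inconclusive = only one of the two conditions met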;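 also: fluorescence polarization rise as delta FosB binds a TAMRA Cdk5 AP-1 oligo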
Target sequence (P13346 whole entry, looked up): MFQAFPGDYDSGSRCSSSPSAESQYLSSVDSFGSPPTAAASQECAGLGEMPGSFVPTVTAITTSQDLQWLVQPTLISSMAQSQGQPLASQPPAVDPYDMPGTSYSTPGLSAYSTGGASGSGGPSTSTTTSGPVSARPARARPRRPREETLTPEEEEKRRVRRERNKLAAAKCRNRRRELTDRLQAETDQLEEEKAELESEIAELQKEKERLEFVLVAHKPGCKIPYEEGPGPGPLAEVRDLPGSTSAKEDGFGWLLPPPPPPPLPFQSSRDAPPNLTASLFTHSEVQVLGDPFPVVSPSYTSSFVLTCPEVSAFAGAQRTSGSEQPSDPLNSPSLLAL
* marks the source's active call; other numbers are inactive results; ? = inconclusive; · = no result given.

Compound | V-ATPase pHluor | Wnt bcat act | PvdQ inh | HTR5A ag | CDK5 inh | HTR5A inv ctr | NSD2 HMT inh | MITF act | SR-BI HDL uptake | dFosB act
CCN(c1ccccc1)S(=O)(=O)c1ccc(C(=O)NC2CCN(Cc3ccccc3)CC2)cc1 | 4 | · | -11 | -3 | 0.7 | 13 | 1 | -39 | 2 | -11
NC(=O)CN1CCN(c2cccc(Cl)c2)CC1 | -3 | 1 | 7 | 14* | -2.1 | 0 | -2 | -2 | -27 | 8
Cc1ccc2nc(C3CCN(S(=O)(=O)c4ccc5ccccc5c4)CC3)[nH]c2c1 | -1 | 29 | -7 | -7 | -2.1 | -5 | -3 | -4 | -9 | 6
COc1ccc(C(=O)NCCN2CCN(C(=O)c3ccc(OC)cc3)CC2)cc1 | 3 | 7 | -10 | 0 | 0.5 | 24 | 25 | -12 | 58 | -2
COc1ccc(N(CC(=O)Nc2ccc3c(c2)OCO3)S(=O)(=O)c2ccccc2)cc1 | 3 | 6 | -1 | 6 | -1.0 | 14 | 0 | 1 | -11 | -4
CCOc1ccc(OCCCC(=O)Nc2cc(Cl)ccc2-n2cncn2)cc1 | -5 | -2 | -2 | 8 | -1.8 | -26 | 4 | -10 | 23 | -3
COc1ccc(C(=O)CSc2nnc(CN3CCCCC3)n2-c2ccc(F)cc2)cc1OC | -1 | · | 0 | 6 | 0.2 | -5 | -1 | -6 | 29 | 0
CC(C)CNC(=O)c1cccc(NC(=O)COc2cccc([N+](=O)[O-])c2)c1 | 4 | · | -14 | -2 | 0.2 | 4 | 0 | 8 | 5 | 2
CC(/C=N/NC(=O)COc1ccccc1C)=N\NC(=O)COc1ccccc1C | -1 | 3 | -14 | -3 | -1.3 | -7 | -5 | 9 | 7 | 22*
Cc1ccc(C)c(NC(=O)CN(C)C(=O)/C=C/c2ccco2)c1 | -2 | -1 | -6 | -3 | -0.7 | 8 | 0 | -2 | 14 | -2
O=S(=O)(c1ccc(Cl)cc1)N1CCCC1c1nc(-c2cccc(Cl)c2)no1 (stereo not given) | -3 | 2 | -24 | 11 | -6.8 | -12 | 1 | 9 | -3 | -1
COC(=O)c1ccc(C(=O)NCCCCO)cc1 | -4 | -4 | 1 | -2 | -1.8 | -5 | -3 | 5 | -5 | 3
CCCCCCn1c(=O)c(C(=O)N/N=C/c2cccc(F)c2)c(O)c2ccccc21 | 3 | 0 | 3 | -3 | -1.0 | 6 | -2 | -10 | 18 | -6
CS(=O)(=O)N(CC(=O)N1CCCCC1)c1cccc(F)c1 | 0 | -7 | -18 | -1 | -1.3 | 3 | -4 | 3 | -31 | 0
Cc1nc2c(-c3ccccc3)c(C)nn2c(C)c1CC(=O)O | 2 | · | 0 | -2 | -1.1 | 8 | 6 | · | -21 | -4
O=c1c2oc3nc4c(cc3c2ncn1CCCc1ccccc1)CCCC4 | 0 | 14 | -8 | -5 | -1.5 | 22 | 1 | 61 | 13 | -6
CCSC1=NC(C)(C)C=C(C)N1 | 3 | -2 | -2 | 0 | -1.6 | 0 | -2 | 11 | -24 | 2
O=C(Nc1ccc(Cl)c(Cl)c1)N1CC=CCC1 | 4 | · | -20 | 9 | -0.5 | -20 | -1 | 76 | 18 | -2
COc1ccc(OC)c(CCNC(=O)c2ccc(CS(=O)(=O)c3ccc(Br)cc3)o2)c1 | 2 | -3 | -7 | 2 | 1.3 | 20 | 3 | 4 | 49 | -9
CCO[C@H]1OC(C(=O)N2CCCCCCC2)=C[C@@H](C)[C@@H]1CCCO | -7 | -2 | -16 | -6 | 1.9 | 14 | · | -2 | -14 | -1
CC1CC(C)(C)CC2(C1)NC(=O)N(CC(=O)OCC(=O)Nc1cc(S(=O)(=O)N3CCCCC3)ccc1Cl)C2=O (stereo not given) | 0 | -2 | -20 | 2 | -1.1 | -11 | 9 | · | -3 | -3
O=C1CC(Sc2nnc(-c3ccccc3)o2)C(=O)N1c1ccccc1 (stereo not given) | -1 | -5 | 5 | 5 | 0.3 | -12 | · | -4 | -28 | -3
Cc1cc(-n2c(C)cc(C(=O)CSc3nncn3C)c2C)no1 | 4 | -2 | -11 | -2 | 0.2 | 7 | 33 | 0 | 29 | -3
COCCn1c(SCc2nc(N)nc(Nc3ccccc3C)n2)nc2ccccc2c1=O | 1 | -2 | -7 | 8 | -1.8 | -8 | 0 | 1 | 16 | -3
N#Cc1ccc(C(c2nnnn2Cc2ccccc2)N2CCCC2)cc1 (stereo not given) | 3 | -3 | -1 | -2 | -1.0 | -1 | -3 | · | 27 | 0
COc1cccc(OC)c1C(=O)N1CCN(Cc2ccc3c(c2)OCO3)CC1 | 1 | 1 | -8 | 2 | 0.8 | 0 | · | · | 7 | -2
O=C(COc1cc(Cl)c(Cl)cc1Cl)Nc1ccncc1 | 0 | 10 | -9 | 3 | -6.8 | -22 | 3 | · | -12 | 5
CC(C)CCN(C)c1ccc(/C=N/n2cnnc2)cc1 | 7 | · | -10 | -2 | 0.9 | 6 | -6 | 5 | 8 | 3
Cc1cccc(N(CC(=O)NCc2ccc3c(c2)OCO3)C(=O)CCC(=O)Nc2ccccn2)c1 | 0 | · | -9 | 0 | 1.0 | 1 | 1 | 21 | 3 | -8
O=C(Nc1ccc2c(c1)OCO2)c1ccc(CN2CCOCC2)cc1 | 1 | 27 | -7 | -2 | -0.2 | -14 | 2 | · | -16 | -8
O=C(NCc1ccccc1)C(c1ccco1)N(C(=O)c1csnn1)C1CC1 (stereo not given) | -4 | -5 | -7 | 3 | -0.5 | -8 | 43 | 2 | -12 | -3
CCOc1cc(/C=N/NC(=O)CN2CCCCC2)ccc1O | 3 | 1 | 10 | 3 | 2.1 | -11 | -2 | · | -15 | 1
COc1ccc(NS(=O)(=O)c2cccc(C(=O)O)c2)cc1S(=O)(=O)N1CCOCC1 | 2 | 12 | -2 | 5 | 0.1 | -13 | 2 | 2 | 5 | 2
O=C(N/N=C/c1cc([N+](=O)[O-])ccc1O)C1CCCCC1 | 1 | 1 | -3 | -3 | -2.9 | 10 | -3 | -15 | 87* | -5
Cc1ccc2nc(-c3ccncc3)cc(C(=O)NCc3ccccc3F)c2c1 | 5 | 1 | -8 | 4 | -2.6 | -10 | -1 | -9 | 34 | -36
CC(O)CNc1cnccn1 (stereo not given) | 5 | -5 | -6 | 1 | -4.5 | -2 | 0 | 7 | -7 | 1
Cc1ccc(S(=O)(=O)NCCC(=O)NC2CCCCCC2)cc1 | -7 | -1 | 2 | -1 | 0.4 | 2 | 0 | 5 | -12 | 2
COc1ccc(NC(=O)CSc2nnc3ccc(-c4cccnc4)nn23)c(OC)c1 | 3 | -2 | -9 | 3 | 2.3 | -9 | -1 | 3 | -23 | -3
CCOn1c(=O)c(C)[n+]([O-])c2ccccc21 | 1 | 0 | -24 | -3 | 2.6 | 8 | 0 | -11 | -2 | 0
O=C(NC(C(=O)O)c1ccccc1)c1ccc(S(=O)(=O)N2CCOCC2)cc1 (stereo not given) | -1 | · | -15 | 12* | -0.5 | -39 | -8 | -7 | -15 | 3
OC(c1ccccc1)c1nc2ccccc2[nH]1 (stereo not given) | -3 | 1 | 8 | -8 | -0.4 | -8 | 7 | 9 | 7 | 2
COc1ccccc1Nc1nc(N)nc(CN2CCN(Cc3ccc4c(c3)OCO4)CC2)n1 | -2 | 0 | -2 | -8 | -0.9 | 20 | 1 | -14 | -1 | -4
O=C(CCC(=O)N1CCOCC1)c1ccc(F)cc1 | 0 | 5 | -18 | 2 | -0.8 | -4 | 6 | 25 | -292 | -1
CCc1c(C)nc2c(OC)cccc2c1SCCC(=O)O | 1 | · | -3 | 2 | -0.5 | -45 | -1 | 15 | -6 | 7
C/C(=N\NC(=O)Nc1ccccc1)c1ccc2ccccc2c1 | 4 | · | -4 | 4 | · | -15 | -4 | 0 | -12 | -5
CC(=O)Oc1cccc(N2C(=O)C3C4C=CC(CC4)C3C2=O)c1 (stereo not given) | -4 | -1 | -16 | -3 | -0.2 | 12 | 0 | 2 | -20 | 1
COc1ccc2cc(OC)c(C(=O)N3CCOCC3)cc2c1 | -2 | -2 | -6 | 4 | -1.1 | -11 | · | 2 | 1 | 2
Cc1cc(F)ccc1S(=O)(=O)N(CC(=O)N1CCOCC1)CC(=O)N1CCOCC1 | -1 | -1 | -1 | -1 | -5.7 | 4 | -3 | 2 | -3 | 1
CCN(CC)CCNC(=O)c1ccc(NC(=O)/C=C/c2cc(OC)c(OC)c(OC)c2)cc1 | 0 | -1 | 8 | 3 | 0.5 | -9 | 11 | 1 | 22 | 52*
CCCCN(C)C(=O)c1cc2c(Cl)nc3ccccc3c2s1 | 1 | -2 | -12 | -1 | -0.1 | 2 | -5 | 1 | 6 | -55
Cc1ccc(S(C)(=O)=O)cc1C(=O)OCC(=O)N(Cc1ccccc1)Cc1ccccc1 | -3 | -4 | -20 | 0 | 1.1 | 9 | · | -10 | 60 | -14
CSCC[C@H](NC(=O)Cc1c(C)c2cc3c4c(oc3cc2oc1=O)CCCC4)C(=O)O | 2 | -3 | -4 | -3 | -0.1 | 13 | 2 | -4 | · | -12
NS(=O)(=O)c1ccc(NC(=O)CCCCC(=O)Nc2ccc(S(N)(=O)=O)cc2)cc1 | 0 | -5 | -10 | 0 | -1.0 | -2 | -5 | 11 | -12 | 53*
Cc1nnc(SCC(=O)Nc2nsc(-c3ccc(Cl)cc3)n2)s1 | 2 | 1 | -9 | 1 | 0.7 | -4 | 3 | · | 16 | ?
Cc1cc2n(n1)C(c1c[nH]c3ccccc13)Nc1ccccc1-2 (stereo not given) | -2 | · | -8 | 8 | -1.5 | -10 | · | -22 | 57 | -5
Cc1oc(-c2ccc(Cl)cc2)nc1CS(=O)CC(=O)NCCN1CCCCCC1 (stereo not given) | 0 | 0 | -9 | -1 | 1.1 | 4 | 1 | -3 | 15 | -4
COc1ccc(C(C(=O)NC(C)(C)C)N(Cc2ccccc2)C(=O)CCC(=O)Nc2cc(C)on2)cc1 (stereo not given) | 1 | -4 | -5 | -1 | -0.3 | -5 | 0 | -2 | -24 | 0
CC1(C)OC(=O)N(Cc2ccco2)C1(C)O (stereo not given) | 2 | -1 | -15 | 9 | 0.6 | -25 | -1 | 4 | -25 | -13
COc1ccc(-c2nn(-c3ccccc3C)cc2CNCc2cccnc2)cc1F | -3 | 2 | -14 | -4 | -1.3 | 19 | 3 | -9 | 3 | -9
O=C(c1cc(COc2ccc3ncccc3c2)on1)N1CCCCCC1 | 2 | 6 | -6 | 3 | 1.2 | -9 | · | -12 | -30 | -4
Cc1ccc(C(=O)NNC(=O)C2CCN(S(=O)(=O)c3ccc(Cl)cc3)CC2)cc1 | 3 | -2 | -1 | -2 | 0.3 | 4 | 10 | -5 | 3 | -2
CC1=[N+]([O-])C(C)(C)CC(C)(C)c2ccccc21 | 2 | · | 11 | 0 | -0.4 | 1 | -4 | -5 | 3 | 0
